# EBNA-1 inh: EBNA-1 DNA-binding inhibitors, primary screen, biochemical, fluorescence polarization; inhibition, % at 14.8 µM; 300,000 tested, 0.34% active; AID 1950, 2009; in the data active means inhibition above about 28%
# GSTO1 counter: inhibitors of recombinant GSTO1, primary screen, counter-screen for RBBP9 inhibitor project, biochemical, fluorescence polarization; inhibition, % at 5.96 µM; 300,000 tested, 1.1% active; activity-based probe fluorescence polarization; Glutathione S-transferase omega-1 (Homo sapiens), P78417;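 active means inhibition above the campaign mean inhibition plus 3 SD, cut at about 35% in these data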;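 further: 0% = GSTO1-1 with DMSO and 100% = wells lacking GSTO1-1 enzyme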
# PAFAH2 FP inh: PAFAH2 enzyme inhibitors, primary screen, biochemical, fluorescence polarization, human; AID 492956, 2010; 340,000 tested, 0.99% active; Platelet-activating factor acetylhydrolase 2, cytoplasmic (Homo sapiens), Q99487; inhibition, % at 3.39 µM; recombinant PAFAH2, FP-rhodamine activity probe;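 active means inhibition above the mean over all tested compounds plus 3 SD, cut at about 30% in these data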;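 further: inhibitors block probe labeling of enzyme so polarization drops; 0% = enzyme with DMSO and 100% = wells lacking PAFAH2 protein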
# PREPL inhibitor: PREPL enzyme inhibitors, primary screen, biochemical, fluorescence polarization; Prolyl endopeptidase-like (Homo sapiens), Q4J6C6; recombinant PREPL, fluorescence polarization activity-based probe; 320,000 tested, 0.68% active; inhibition, % at 5.96 µM; in the data active means inhibition above about 43%;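 further: 0% = enzyme with DMSO and 100% = wells lacking enzyme; many of its hits are not listed in these tables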
# Target sequence (Q4J6C6 whole entry, looked up): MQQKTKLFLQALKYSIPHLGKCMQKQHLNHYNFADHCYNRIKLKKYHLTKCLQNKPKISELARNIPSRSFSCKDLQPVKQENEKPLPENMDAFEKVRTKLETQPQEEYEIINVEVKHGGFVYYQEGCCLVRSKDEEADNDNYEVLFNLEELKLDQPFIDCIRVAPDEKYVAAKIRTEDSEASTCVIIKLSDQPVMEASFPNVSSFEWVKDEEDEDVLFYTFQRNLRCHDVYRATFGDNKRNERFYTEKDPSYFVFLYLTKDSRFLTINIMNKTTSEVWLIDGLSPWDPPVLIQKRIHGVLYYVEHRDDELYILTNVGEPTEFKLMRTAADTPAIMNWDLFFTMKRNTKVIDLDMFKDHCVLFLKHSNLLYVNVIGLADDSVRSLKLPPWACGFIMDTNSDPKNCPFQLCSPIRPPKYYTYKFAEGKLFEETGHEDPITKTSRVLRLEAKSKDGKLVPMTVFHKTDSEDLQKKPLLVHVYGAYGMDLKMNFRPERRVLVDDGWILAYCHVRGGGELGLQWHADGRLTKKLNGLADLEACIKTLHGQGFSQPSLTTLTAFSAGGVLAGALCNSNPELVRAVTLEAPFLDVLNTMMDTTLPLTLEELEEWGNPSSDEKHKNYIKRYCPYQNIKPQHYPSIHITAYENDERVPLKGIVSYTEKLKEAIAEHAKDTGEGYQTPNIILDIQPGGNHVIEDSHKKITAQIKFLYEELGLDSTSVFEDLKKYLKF
# PAD4 inh: human PAD4 inhibitors, primary screen, biochemical, fluorescence polarization, 1536-well format | recombinant PAD4, RCA probe fluorescence polarization | AID 485272, 2010 | inhibition, % at 6.36 µM | 330,000 tested, 0.41% active;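 active means percent inhibition above a cutoff equal to the mean of all tested compounds plus 3 SD, cut at about 15% in these data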;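 further: 0% = PAD4 with RCA probe and DMSO and 100% = probe without PAD4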
# LYPLA2 counter: LYPLA2 inhibitors, primary screen, counter-screen for PME1 inhibitor project, biochemical, fluorescence polarization, FP-Rh probe ABPP. inhibition, % at 5.9 µM. 320,000 tested, 0.38% active. recombinant LYPLA2. Acyl-protein thioesterase 2 (Homo sapiens), O95372. AID 2177, 2009;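 active means inhibition above the screen-wide mean plus 3 SD, limit set per campaign, cut at about 26% in these data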;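 further: 0% = LYPLA2 with DMSO and 100% = wells lacking LYPLA2 enzyme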
# PAFAH1B3 inh: PAFAH1B3 enzyme inhibitors, primary screen, biochemical, fluorescence polarization, human. Platelet-activating factor acetylhydrolase IB subunit alpha1 (Homo sapiens), Q15102. recombinant PAFAH1B3, FP-rhodamine probe. inhibition, % at 3.39 µM. 340,000 tested, 0.28% active. AID 492972, 2010;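 active means inhibition above the screen-wide average of all tested compounds plus 3 SD, cut at about 25% in these data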;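 further: 0% = enzyme with DMSO only and 100% = wells lacking PAFAH1B3 protein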
# ZTA DNA inh: blocks Epstein-Barr virus ZTA, an EBNA-1 counter-screen; P03206; inhibition, % at 11 µM; AID 2234; ZTA-DNA binding, fluorescence polarization; 320,000 tested, 0.15% active; in the data active means inhibition above about 33%
# Target sequence (P03206 whole entry, looked up): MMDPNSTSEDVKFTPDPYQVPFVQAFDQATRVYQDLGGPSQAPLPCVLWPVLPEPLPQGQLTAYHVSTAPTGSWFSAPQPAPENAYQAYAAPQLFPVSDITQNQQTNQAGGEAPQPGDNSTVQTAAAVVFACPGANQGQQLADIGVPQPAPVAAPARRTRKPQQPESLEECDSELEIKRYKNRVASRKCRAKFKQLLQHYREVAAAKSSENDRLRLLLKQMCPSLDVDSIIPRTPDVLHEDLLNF
# LYPLA1 inh: LYPLA1 inhibitors, primary screen, counter-screen for PME1 inhibitor project, biochemical, fluorescence polarization, FP-Rh probe ABPP | Acyl-protein thioesterase 1 (Homo sapiens), O75608 | recombinant LYPLA1 | inhibition, % at 5.9 µM | 320,000 tested, 0.16% active;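 active means inhibition above the mean of all tested compounds plus 3 SD, set per campaign, cut at about 14% in these data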;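 further: inhibitors block serine hydrolase probe labeling of LYPLA1 so polarization falls; 0% = enzyme with DMSO and 100% = wells lacking LYPLA1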
# The depositor's hits bear a star; x = not tested or not shown.
SMILES,EBNA-1 inh,GSTO1 counter,PAFAH2 FP inh,PREPL inhibitor,PAD4 inh,LYPLA2 counter,PAFAH1B3 inh,ZTA DNA inh,LYPLA1 inh
COC(=O)c1ccccc1NC(=O)CN1CCc2ccccc2C1,-1,-4,7,5,-3,4,1,-9,-1
O=C(O)c1ccc(Cl)c(S(=O)(=O)N2CCC(Cc3ccccc3)CC2)c1,6,1,-7,-3,4,5,12,-3,-1
CC(C)c1ccccc1OCCCCCNCCO,0,0,10,-24,-1,7,-3,8,5
Cc1sc2nc(CSCC(=O)Nc3ccc(C(F)(F)F)cc3)[nH]c(=O)c2c1C,x,x,2,-2,-2,-3,-1,4,-2
O=C(NN1CCOCC1)c1ccc(Cl)c([N+](=O)[O-])c1,-6,2,-5,10,2,0,-8,13,2
N#CCCc1cccc(CCC#N)c1,4,3,-4,3,1,4,-4,-9,1
Cc1c(C)c2ccc(OCC(=O)NCCN3CCOCC3)cc2oc1=O,6,0,-2,14,-2,1,1,10,-1
CC(C)(C)c1n[nH]c2c1CCCC2,-5,2,3,0,0,3,13,5,-2
COc1cc(C2C(C#N)=C(N)Oc3cc(N)ccc32)cc(OC)c1OC (stereo not drawn),9,4,-2,9,-5,-10,0,-1,-3
CCc1c(C)sc(NC(=O)c2cc(-c3cc(OC)ccc3OC)on2)c1C#N,-2,-2,5,0,-5,-4,-3,-14,1
O=C(CN(C1CCCCC1)S(=O)(=O)c1ccc(Cl)cc1)NCc1cccnc1,-2,-7,0,-14,2,-6,8,-3,-2
COCCN(C(=O)COC(=O)/C=C/c1nc2ccccc2s1)c1c(N)n(Cc2ccccc2)c(=O)[nH]c1=O,-2,-11,-1,1,4,2,-4,-9,-3
CSc1ccc(Cl)c(C(=O)N(C)CC(=O)Nc2ccc(N3CCOCC3)cc2)c1,-10,4,5,7,2,2,0,-2,2
C/C=C/C(=O)N1c2ccccc2C(C)=CC1(C)C,-18,-4,3,7,-7,-3,8,-5,1
COc1cccc(CC(=O)Nc2nc3c(s2)C(=O)CC(C)(C)C3)c1,11,-1,3,21,-8,8,9,-9,1
COc1cccc(-c2nnc(Nc3nc4c(F)cccc4s3)o2)c1,-4,0,25,19,0,0,9,7,5
Cn1c(S(=O)(=O)c2ccc([N+](=O)[O-])cc2)nc(Br)c1Br,3,0,8,-5,0,2,8,4,-3
CCOc1ccc(C(=O)N2CCC3(CC2)NCCc2[nH]cnc23)cc1,-1,8,7,-1,-1,3,4,-20,-1
O=C(c1ccc(Cn2c(=O)[nH]c3ccccc3c2=O)cc1)N1CCN(c2ccccn2)CC1,12,0,6,-2,-4,6,6,16,2
O=C(CCCn1c(=O)[nH]c2ccccc2c1=O)Nc1ccc(F)cc1,-8,-9,-8,9,-2,-5,3,2,-2
NC(N)=NC(N)=Nc1ccc2ccccc2c1,6,2,7,2,0,-5,12,9,3
CC(C)[C@H](NC(=O)[C@@H]1Cc2ccccc2CN1)C(=O)Nc1ccc2c(c1)OCO2,-3,14,-4,17,-8,1,7,7,1
O=C(CSC(=S)N1CCCCC1)Nc1ncc2c(n1)CC(c1ccco1)CC2=O (stereo not drawn),-2,4,x,-2,1,3,x,-17,-3
CC(=O)N1c2ccc(S(=O)(=O)N3CCCC3C(=O)NCc3ccccc3Cl)cc2CC1C (stereo not drawn),6,4,-4,12,3,4,10,0,2
COc1ccc(CSc2nc3ccccc3c(=O)n2CCCN2CCOCC2)cc1F,2,-15,-14,27,-1,9,5,14,3

# Remaining list, next part.
SMILES,EBNA-1 inh,GSTO1 counter,PAFAH2 FP inh,PREPL inhibitor,PAD4 inh,LYPLA2 counter,PAFAH1B3 inh,ZTA DNA inh,LYPLA1 inh
O=C(Nc1ccc(N2CCCCC2)cc1)C(Cl)c1ccccc1 (stereo not drawn),10,6,-5,-8,-4,-6,2,17,-4
COc1cc(NC(=O)C2CCN(S(=O)(=O)c3cccs3)CC2)cc(OC)c1,1,5,10,2,2,5,2,0,-3
COc1ccc(OC)c(CCNC(=O)c2ccc3c(c2)N(Cc2ccccc2)CCS3)c1,-4,3,-12,16,0,3,6,-8,2
O=C(c1cnn2c(C(F)(F)F)cc(-c3cccs3)nc12)N1CCN(C(c2ccccc2)c2ccccc2)CC1,-10,-2,-2,9,2,-9,-10,-20,-1
Cc1ccc(NC(=O)c2ccccn2)c(Br)c1,3,16,3,2,-5,-1,6,7,-3
O=C(CSc1nc2ccccc2c(=O)n1Cc1ccc(Cl)cc1)NCc1cccs1,-11,4,-6,-5,1,-4,2,-14,-4
Cc1ccc(-n2cc3c(=O)n(C)c(=O)n(C)c3c2)cc1C,8,-7,8,-47,2,13,-1,-7,1
O=C1CCN(Cc2ccccc2)C=C1c1ccc2ccccc2c1,x,x,12,24,-1,x,3,x,x
COc1ccc(C2=NN(C(=O)CN3CCCC3)C(c3ccc(OC)cc3)C2)cc1 (stereo not drawn),-9,10,x,-1,-3,1,x,-13,-2
COc1ccc(CNC(=O)C2COc3ccccc3O2)c(OC)c1 (stereo not drawn),3,-2,1,-3,-3,-3,3,9,1
O=S(=O)(Cc1ccccc1)NCc1ccccn1,0,3,-4,4,-3,0,-1,4,-2
COc1ccc(CN2CCNC(=O)C2CC(=O)N(C)CC2CCOCC2)cc1OC (stereo not drawn),7,4,6,7,3,9,6,8,3
Nc1[nH]ncc1S(=O)(=O)c1ccccc1,7,-1,-7,6,0,1,6,0,-1
CCN(Cc1cc2cc(C)ccc2[nH]c1=O)S(=O)(=O)c1ccccc1,2,-6,-2,-9,0,6,1,-11,3
Cc1ccc(/C=C2/SC(=Nc3ccc(F)cc3)NC2=O)s1,0,0,-5,6,0,6,-7,4,1
CCCCOc1ccc(/C(O)=C2/C(=O)C(=O)N(CCCOC)C2c2ccncc2)cc1 (stereo not drawn),6,-2,1,4,-1,1,2,10,0
COc1ccc2[nH]c(=O)c(CN(C(=O)c3cccnc3)c3ccccc3)cc2c1,-2,-5,3,-2,1,1,-1,2,-5
O=c1[nH]c2sc3c(c2c2nncn12)CCCC3,2,-21,14,11,0,7,6,19,0
CC(C)N=c1c([N+](=O)[O-])nn(C)n1O,3,5,0,-5,-1,5,7,1,2
CCOc1c(Br)cc(CNC2CCCCCCC2)cc1OC,-16,-5,2,-8,-1,-3,4,1,2
CC(C)(C)NC(=O)C1CCN(c2ccc(S(=O)(=O)N3CCOCC3)cc2Cl)CC1,-11,2,1,7,-5,-4,3,-3,0
CCCNc1c(NS(=O)(=O)c2ccc(C(C)(C)C)cc2)c(=O)oc2ccccc12,6,-4,-1,1,-5,0,7,5,-2
CC1CCCCN1CCNc1nc(=S)[nH]c2ccccc12 (stereo not drawn),12,8,4,9,3,-1,-5,2,-3
Cn1c2ccccc2c(=O)c2ccc(NCCc3cccs3)cc21,x,x,21,33,-2,x,10,x,x
Cc1cccc(NC(=O)c2cc3cc([N+](=O)[O-])ccc3s2)n1,-7,-14,-23,18,-7,-13,-11,-4,-7

# Some of these compounds in order of length of the SMILES, ascending.
SMILES,EBNA-1 inh,GSTO1 counter,PAFAH2 FP inh,PREPL inhibitor,PAD4 inh,LYPLA2 counter,PAFAH1B3 inh,ZTA DNA inh,LYPLA1 inh
O=C1CCN(Cc2ccccc2)C=C1c1ccc2ccccc2c1,x,x,12,24,-1,x,3,x,x
COc1ccc(CNC(=O)C2COc3ccccc3O2)c(OC)c1 (stereo not drawn),3,-2,1,-3,-3,-3,3,9,1
Cc1cccc(NC(=O)c2cc3cc([N+](=O)[O-])ccc3s2)n1,-7,-14,-23,18,-7,-13,-11,-4,-7

# Next structures follow.
SMILES,EBNA-1 inh,GSTO1 counter,PAFAH2 FP inh,PREPL inhibitor,PAD4 inh,LYPLA2 counter,PAFAH1B3 inh,ZTA DNA inh,LYPLA1 inh
CN(CC(=O)Nc1ccc(F)c(Cl)c1)S(=O)(=O)c1ccc2c(c1)n(C)c(=O)c(=O)n2C,-5,2,-4,6,2,-9,0,-7,-1
COc1ccc(NC(=O)CCS(=O)(=O)c2cccc3nonc23)cc1,-5,8,0,4,-4,9,8,-4,5
COc1cccc(-c2cc(=O)c3cc(NC(=O)c4ccc(Cl)cc4)ccc3[nH]2)c1,10,0,4,4,3,-2,5,-9,-3
Cc1ccc(Nc2nc3ccccc3nc2-n2nc(C)cc2C)cc1,7,5,4,-2,2,1,3,-6,-1
COc1cccc(/C=N/NC(=O)c2cccc(N3CCCC3=O)c2)c1,-4,-4,-8,-5,0,-3,1,3,-5
CN(c1ccccc1)S(=O)(=O)c1ccc(C(=O)NCCc2ccc(F)cc2)cc1,-3,4,3,-11,3,7,2,-8,-1
O=c1ccn([C@@H]2O[C@H](CO)[C@@H](O)[C@H]2O)c(=O)[nH]1,-2,0,0,10,-2,-5,5,-1,-2
Cc1c(Cl)c([N+](=O)[O-])nn1CCCC(=O)Nc1sc2c(c1C#N)CCC2,-3,-5,9,31,2,1,7,-6,-6
COCCNC(=O)CN1C(=O)/C(=C/c2ccccc2)Oc2ccc(C(C)(C)C)cc21,-1,-3,2,12,-1,-6,7,4,-10
COc1cc2c(cc1OC)CN(CC(=O)Nc1ccc(Cl)cc1Cl)CC2,-15,-3,-4,18,-6,1,7,-6,-1
CCOc1cc(/C=C2\C(=O)ON=C2c2ccccc2)ccc1OC,7,0,5,-1,-1,-5,7,3,1
C/C(CC1CC(COCC(C)C)OC1=O)=N\NC(N)=S (stereo not drawn),-1,-2,-4,0,3,1,7,6,2
CC(Sc1nncs1)C(=O)Nc1ccc(S(=O)(=O)Nc2ncccn2)cc1 (stereo not drawn),x,x,-5,2,2,x,8,x,x
Cc1cccc(NC(=O)C2COc3ccccc3O2)n1 (stereo not drawn),-8,9,7,-6,1,-1,7,7,0
CN(CC(=O)Nc1ccccc1Cl)C(=O)COC(=O)CSc1ccc(F)cc1,5,-3,0,5,1,2,-4,6,2
Cc1ccc(S(=O)(=O)NCc2ccc(C(=O)NC3CCC(C)CC3)cc2)cc1 (stereo not drawn),2,-1,6,2,-1,-6,5,0,11
NS(=O)(=O)c1ccc(CCNC(=O)c2ccc([N+](=O)[O-])cc2[N+](=O)[O-])cc1,0,-2,-7,10,-2,10,14,-21,5
CCOC(=O)N1CCN(C(=O)COC(=O)C2CCN(S(=O)(=O)c3c(C)c(C)cc(C)c3C)CC2)CC1,7,-1,0,9,-5,6,1,3,0
Fc1cccc(-c2n[nH]c(=S)n2-c2ccccc2)c1,-7,1,5,0,4,4,11,9,-1
CC(C)(C)NC(=O)COC(=O)c1ccc(F)cc1Cl,-7,5,24,-9,-5,0,5,-7,0
COc1ccc(CCN2C(=O)N[C@@H](C(C)C)C2=O)cc1,-6,2,-2,6,-3,0,0,-19,1
CC(Oc1ccc2c3c(c(=O)oc2c1)CCC3)C(=O)NCc1cccnc1 (stereo not drawn),15,-3,1,-1,1,3,5,13,-1
COCc1ccc(C(=O)NCC2(N3CCCCC3)CCCCC2)cc1,3,2,-4,-1,-2,0,7,17,3
COc1ccc(NC(=S)NC2CC3CCC(C2)N3Cc2ccco2)cc1 (stereo not drawn),-12,-1,3,14,7,-7,-1,-1,-2
COc1ccc(CCN2CCCC(CN(C)Cc3cc(OC)ccc3OC)C2)cc1 (stereo not drawn),-4,3,-5,9,-3,-3,8,-12,3
COc1cc(NC(=O)C2CCN(c3cnccn3)CC2)cc(OC)c1OC,5,4,-6,21,-1,7,8,-24,0
COc1ccc(NC(=O)CNCc2ccc(Cl)cc2)cc1S(=O)(=O)N1CCOCC1,x,x,2,35,2,x,3,x,x

# High-throughput results as filed in PubChem.

# This is a subset; rates above refer to the full screens.
